TrxR1 inh: blocks rat thioredoxin reductase 1; O89049; recombinant rTrxR1, NADPH fluorescence consumption, selenite substrate; hit rate 1% among 390,000; Potency, µM (titrated, usually from 114 µM), inactives show top-dose activity change, negative = inhibition, hits mostly inhibitors; AID 588453; also: potency is read from the fitted curve at half-maximal effect; % is scaled to controls: 0 for no effect and ±100 for the full control effect; nearly all actives have a fitted effect of over 65% in size
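Rat TrxR1 (90 nM in the dispensed reagent) was pre-reduced with 400 uM NADPH for 5 min at room temperature, then incubated with compound for 15 min. After 400 uM selenite was added, NADPH fluorescence (Ex 340/Em 450 nm) was followed for 8 min.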
D2 antagonist: antagonists of human D2 dopamine receptor; P14416; HEK293 TREx D2 cells, calcium flux, dopamine EC80; inhibition, % at 10 µM; hit rate 2% among 340,000; AID 485344; in the data active = inhibition above about 30%; also: 0% is about no effect
Target sequence (P14416 whole entry, looked up): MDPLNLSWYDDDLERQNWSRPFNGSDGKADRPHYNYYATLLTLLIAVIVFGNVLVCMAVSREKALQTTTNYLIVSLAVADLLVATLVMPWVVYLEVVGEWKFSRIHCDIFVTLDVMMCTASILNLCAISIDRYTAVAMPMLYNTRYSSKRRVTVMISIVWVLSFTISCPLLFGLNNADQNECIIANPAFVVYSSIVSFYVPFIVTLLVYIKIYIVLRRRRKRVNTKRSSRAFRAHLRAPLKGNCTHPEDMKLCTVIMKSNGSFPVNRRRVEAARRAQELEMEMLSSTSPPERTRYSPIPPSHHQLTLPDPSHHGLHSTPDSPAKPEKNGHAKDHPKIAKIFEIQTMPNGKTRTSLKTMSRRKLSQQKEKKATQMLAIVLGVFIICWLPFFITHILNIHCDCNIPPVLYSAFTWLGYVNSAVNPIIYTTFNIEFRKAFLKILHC
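Read-out: kinetic calcium fluorescence (1 cycle/s) in inducible HEK293 T-REx D2 cells after an EC80 dopamine addition that followed 180 s compound preincubation. Loss of the dopamine response indicates antagonism.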
TrxR1 substrate: rat thioredoxin reductase 1 substrate activity; Potency, µM (highest dose often 114 µM), inactives show at the highest dose activity change, negative = substrate turnover; AID 588456; hit rate 0.01% among 390,000; purified TrxR1 substrate turnover, NADPH consumption readout; also: potency is read from the fitted curve at half-maximal effect; % is scaled to controls: 0 for no effect and ±100 for the full control effect; nearly all actives have a fitted effect of over 50% in size
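Rat TrxR1, dispensed at 90 nM, was prereduced with 400 uM NADPH (final) for 5 min at ~22 deg C, then incubated with compound 15 min before 400 uM selenite. A first-read NADPH fluorescence drop versus no-compound background flagged substrates.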
mIDH1 inhibitor: blocks human mutant IDH1 R132H enzyme | O75874 | IDH1-R132H enzyme, NADPH consumption, diaphorase/resazurin fluorescence | Potency, µM (highest dose often 76.6 µM), for the others: at the top dose activity change, negative = inhibition, most hits filed as inhibitors | hit rate 0.093% among 390,000; also: potency is read from the fitted curve at half-maximal effect; % is scaled to controls: 0 for no effect and ±100 for the full control effect; nearly all actives have a fitted effect of over 65% in size
Target sequence (O75874 whole entry R132H, stated change not applied): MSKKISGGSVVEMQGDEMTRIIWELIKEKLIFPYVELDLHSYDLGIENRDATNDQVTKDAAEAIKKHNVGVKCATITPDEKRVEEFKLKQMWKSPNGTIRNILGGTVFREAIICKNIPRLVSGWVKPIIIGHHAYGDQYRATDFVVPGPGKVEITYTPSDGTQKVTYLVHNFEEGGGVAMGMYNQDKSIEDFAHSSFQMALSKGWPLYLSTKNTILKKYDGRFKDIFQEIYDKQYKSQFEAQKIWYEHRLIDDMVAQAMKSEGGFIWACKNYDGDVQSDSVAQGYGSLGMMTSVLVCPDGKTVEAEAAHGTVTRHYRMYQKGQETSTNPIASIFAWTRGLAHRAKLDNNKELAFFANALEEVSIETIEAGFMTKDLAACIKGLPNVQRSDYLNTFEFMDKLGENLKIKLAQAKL
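IDH1-R132H (0.5 ug/mL dispensed) in pH 7.5 Tris buffer was preincubated 30 min with compound, then given a substrate mix of 0.016 mM NADPH and 2 mM alpha-KG for 80 min at room temperature; remaining NADPH was read by diaphorase/resazurin fluorescence.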
TRHR agonist: agonists of human TRH receptor. P34981. TRHR cells, calcium flux fluo-8, FDSS agonist mode. activation, % at 2 µM. hit rate 0.18% among 360,000. AID 493084; in the data active = activation above about 30%; also: 0% is about no effect
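Agonist-mode FDSS calcium read (Ex 480/Em 530, 1 s cycles) in 1536-well TRHR cells with fluo-8 dye, after 10-cycle baseline and 23 nL compound addition; TRH at EC20 (10 nM final) added afterwards for the enhancer phase.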
USP1-UAF1 inh: blocks the human USP1/UAF1 deubiquitinase complex; hit rate 0.23% among 390,000; recombinant USP1/UAF1, Ub-Rhodamine cleavage fluorescence; O94782; AID 743255; Potency, µM (doses to about 57.1 µM), for inactives: at the highest dose activity change, negative = inhibition, hits mostly inhibitors; also: potency is read from the fitted curve at half-maximal effect; % is scaled to controls: 0 for no effect and ±100 for the full control effect; nearly all actives have a fitted effect of over 60% in size; inactives centre near -12
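USP1/UAF1 complex at 1 nM was preincubated with compound for 15 min at room temperature, then Ub-Rho substrate (150nM final) was added. Fluorescence (480/540 nm) was read kinetically, 6 reads every 60 seconds.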
TRHR PAM: allosterically enhances the human TRH receptor. P34981. TRHR cells, fluo-8 calcium fluorescence, EC20 TRH enhancement. enhancement, % at 2 µM. hit rate 0.66% among 360,000. AID 493056; in the data active = enhancement above about 30%; also: 0% is about no effect
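Enhancer read-out: after compound pinning and an initial kinetic agonist-mode read, an EC20 of TRH (10 nM final) was injected and fluo-8 calcium signal (Ex 480/Em 530) followed at 1 s/cycle for 100 cycles in TRHR-expressing cells.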
D2 ag: activates the human D2 dopamine receptor | hit rate 0.53% among 340,000 | HEK293 T-REx D2 cells, calcium flux agonist mode | P14416 | activation, % at 2 µM;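 active = activation over 3 SD above normal in the single-dose calcium agonist read, cut at about 30% in these data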; also: 0% is about no effect
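HEK293 Trex D2 cells, tetracycline-induced, o/n 30 C 5% CO2; no-wash Ca dye, RT 30–90 min; 10-cycle baseline, 23 nl cpd added, kinetic Ca read 180 s; agonist hits = positive Ca response.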
Pin1 inh: inhibitors of human Pin1; Pin1 FP peptide displacement, HiFluor488, 10 min; AID 504891; Potency, µM (series often up to 115 µM), for the others: at the top dose activity, negative = inhibition, hits mostly inhibitors; Q13526; hit rate 0.009% among 390,000; active = well fitted inhibition curve with a large enough effect in the polarisation, with a control signal flat, not every such curve was filed as active; inconclusive = small, poorly fitted or top-dose-only effect, or effect the other way, or a change in a side signal; inactive = no such curve, though single readings can be large or run the other way; the % refers to the polarisation; also: potency is read from the fitted curve at half-maximal effect; % is scaled to controls: 0 for no effect and ±100 for the full control effect
Target sequence (Q13526 whole entry, looked up): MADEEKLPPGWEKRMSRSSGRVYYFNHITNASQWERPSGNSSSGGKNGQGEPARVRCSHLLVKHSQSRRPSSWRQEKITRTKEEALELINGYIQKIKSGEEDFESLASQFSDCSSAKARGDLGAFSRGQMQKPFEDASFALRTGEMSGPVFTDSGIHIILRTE
* hit, by the source's call; ? = inconclusive; . = not tested or not shown; & = joins results of further samples; [ ] = dose if it differs, or a comment. Unless noted, calls follow the shape of the dose curve; as a rule, active = well fitted inhibition curve with a large enough effect; inconclusive = small, poorly fitted or top-dose-only effect; inactive = no such curve, though single readings can be large or run the other way.

SMILES	TrxR1 inh	D2 antagonist	TrxR1 substrate	mIDH1 inhibitor	TRHR agonist	USP1-UAF1 inh	TRHR PAM	D2 ag	Pin1 inh
CCOC(=O)C[C@H]1c2ccc(C(F)(F)F)cc2S(=O)(=O)N1C(C)(C)C	10%&9%	.	-1%&-3%	12%	.	-18%	.	.	0%
O=C(CCN1C(=O)[C@@H]2Cc3ccccc3CN2C1=O)NCc1ccc(Cl)cc1	19%	9	2%	-8%	-0.4	?	-7	-0.1	5%
COc1ccc(-c2noc(CCC(=O)NC3CCCC3)n2)cc1	8%	10	-4%	-7%	-0.5	-24%	-5	-0.7	1%
CCOc1ccc(C(=O)NCC(c2ccc3c(c2)OCO3)N2CCN(c3ccccc3F)CC2)cc1 (configuration not stated)	34%[57.1 µM]	.	8%[57.1 µM]	8%	0.2	-22%	4	8.9	7%
COc1ccc(C(NC(=O)c2ccc(F)cc2)c2ccccc2)cc1 (configuration not stated)	8%	7	-4%	-3%	-0.6	-3%	6	0.1	-4%
S=C(NCc1ccco1)Nc1cc(-c2ccccc2)[nH]n1	?	19	-4%	0%	-0.5	-7%	10	-0.1	?
CCCCOc1ccc(S(=O)(=O)N2CCN(c3ccc(N4CCN(CC)CC4)nn3)CC2)cc1	12%	4	6%	4%	-0.3	-19%	-1	0.1	1%
COc1ccc(-c2nc(C(N)=O)c3[nH]c(=O)n(-c4cccc(C)c4)c3n2)c(OC)c1	13%	28	2%	2%	0.2	-11%	6	-0.8	-1%
CC1(C)C(=O)N(c2ccccc2Cl)C(=O)c2ccccc21	1%	-6	-3%	6%	-0.6	-15%	21	-1.9	0%
COc1ccc(C(=O)N2N=C(c3ccccc3)CC2(O)C(F)(F)F)cc1 (configuration not stated)	18%[11.4 µM]	2	2%[57.1 µM]	0%	0.1	-14%	0	-0.2	-1%
CC(NC(=O)c1cc(COc2ccc3ncccc3c2)on1)c1ccc(F)cc1 (configuration not stated)	1%	4	-2%	6%	0.6	-8%	-1	-0.8	11%
C=C(C)CNC(=S)Nc1cccc(S(=O)(=O)NC2=NCCC2)c1	-8%	-2	7%	11%	0.4	-19%	5	2.7	-12%
N#CC1(NC(=O)Cn2ncc(Cl)c(Cl)c2=O)CCCCC1	5µM*	9	9%[57.1 µM]	0%	-0.1	-10%	-4	0.0	-1%
Cc1ccccc1CNC(=O)Nc1cccs1	2%	3	1%	10%	0.8	-23%	-3	-0.4	23%
COC(=O)c1ccc(NC(=O)CSc2nn3c(=O)c(C)nnc3s2)cc1	7%	3	0%	11%	0.1	-14%	-1	0.4	-8%
CCOC(=O)c1c(NC(=S)N2CCCCC2)sc2c1CCN(C(=O)OCC)C2	7%[57.1 µM]	.	-1%	-16%	-0.2	-26%	-1	.	-1%
Cc1ccccc1NC(=S)c1ccc2ccccc2n1	22%	-9	1%	9%	-0.5	-21%	-11	-0.2	3%
CC(C)(C)NC(=O)C(c1cccnc1)N(C(=O)c1ccc(Cl)nc1)C1CCCC1 (configuration not stated)	9%[57.1 µM]	29	-6%	0%	0.2	-10%	-2	0.0	0%
O=C(NCC(c1cccs1)N1CCOCC1)c1ccc(Cl)c([N+](=O)[O-])c1 (configuration not stated)	?	.	-11%	1%	-1.5	-5%	6	.	4%
CCOc1ccc(CCNC(=O)COC(=O)c2ccc(S(C)(=O)=O)cc2)cc1OCC	8%	4	-4%	14%	-0.1	-15%	-2	0.1	6%
COc1ccc(CNC(=O)C2CCN(c3nn4c(=O)cc(C)nc4s3)CC2)cc1	9%	-12	5%	2%	0.2	-3%	0	0.1	-10%
COc1ccccc1OCC(=O)NNC(=O)c1cccs1	7%	-3	0%	-2%	0.2	-2%	5	-0.1	4%
COc1ccc(C)cc1Nc1ccc(C(=O)O)cc1[N+](=O)[O-]	-5%[57.1 µM]	-10	-3%[57.1 µM]	4%	0.8	-12%	-8	1.0	1%
COc1ccc(S(=O)(=O)Cc2ccc(C(=O)N3CCN(c4ncccn4)CC3)o2)cc1	8%	.	7%	-6%	.	-16%	.	.	-7%

Brought forward from above: 3 entries; new compounds follow.
SMILES	TrxR1 inh	D2 antagonist	TrxR1 substrate	mIDH1 inhibitor	TRHR agonist	USP1-UAF1 inh	TRHR PAM	D2 ag	Pin1 inh
COc1ccccc1OCC(=O)NNC(=O)c1cccs1	7%	-3	0%	-2%	0.2	-2%	5	-0.1	4%
COc1ccc(C)cc1Nc1ccc(C(=O)O)cc1[N+](=O)[O-]	-5%[57.1 µM]	-10	-3%[57.1 µM]	4%	0.8	-12%	-8	1.0	1%
COc1ccc(S(=O)(=O)Cc2ccc(C(=O)N3CCN(c4ncccn4)CC3)o2)cc1	8%	.	7%	-6%	.	-16%	.	.	-7%
CCN(CC)CCN1C(=O)c2oc3ccccc3c(=O)c2C1c1cccc(Br)c1 (configuration not stated)	-7%	-9	-6%	3%	0.2	-7%	6	-0.2	-9%
O=[N+]([O-])c1ccc(CSc2nnc3ccccn23)cc1	9%	9	7%	5%	-0.3	-16%	-2	2.3	2%
CCc1ccc(-c2cc(C)no2)cc1S(=O)(=O)NCCN1CCC(C)CC1	6%	6	2%	8%	-0.4	-18%	-4	0.2	-1%
CCOc1ccc(CN2CCC(n3nccc3NC(=O)c3ccccc3OC)CC2)cc1	18%	38*	2%	5%	-0.6	-14%	16	0.5	5%
O=C(CCCn1c(SCC(=O)NCC2CCCO2)nc2ccccc2c1=O)NCc1ccccc1 (configuration not stated)	4%	-12	2%	2%	-0.5	1%	-8	0.3	-2%
COc1ccc(Cl)cc1S(=O)(=O)NCc1cccs1	-5%	-12	-3%[57.1 µM]	4%	0.3	-8%	-1	0.4	1%
Cc1cc(C)nc(CCNC(=O)c2cc(COc3ccccc3)on2)n1	-8%	.	-7%	3%	-0.7	-26%	-4	.	-2%
CCOCCc1nnc(NC(=O)C2CC(=O)N(CCc3ccc(F)cc3)C2)s1 (configuration not stated)	-7%[57.1 µM]	-27	-3%[57.1 µM]	-13%	-0.7	4%	7	0.0	4%
CCC1Oc2ccc(C)cc2N(CC(=O)NCc2ccc(OC)cc2)C1=O (configuration not stated)	1%	.	-4%	5%	-1.0	-9%	-13	-0.4	-11%
O=C(NCCN1CCN(Cc2ccccc2)CC1)Nc1cc(Cl)cc(Cl)c1	12%	-13	3%	7%	1.5	-10%	4	2.7	9%
C=CCN1C=CC(=O)CC1	1%	18	2%	11%	-0.2	-19%	5	0.3	2%
COc1cccc2c1CCC(NC(C)=O)C2=O (configuration not stated)	8%	3	8%	7%	0.7	-8%	-1	0.6	1%
Cc1ccc(NS(=O)(=O)c2ccc3[nH]c4c(c3c2)CCCC4)c(C)c1	14%	.	-2%	-13%	0.2	-24%	-3	0.4	0%
CC(C)[C@H](NC(=O)c1ccco1)C(=O)OCC(=O)Nc1ccc(F)cc1	38%[activator][57.1 µM]	4	10%[57.1 µM]	3%	-0.7	-4%	8	0.9	-3%
Cc1ccc(-c2noc(/C=C/c3ccccc3)n2)cc1	19%	3	6%	2%	0.6	-8%	3	-0.3	0%
Cc1nnc(SCC(=O)Nc2sc3c(c2C#N)CCCC3)[nH]c1=O	26%[57.1 µM]	2	17%[57.1 µM]	4%	0.0	-6%	-4	0.3	-9%
O=C(COc1ccc2ccccc2c1)Nc1cccc2c1C(=O)NC2=O	.	3	.	.	0.5	.	2	0.9	.
O=C(OCC(O)C(O)C(O)C(SCc1ccccc1)SCc1ccccc1)c1ccccc1 (configuration not stated)	18%[57.1 µM]	.	2%[2.29 µM]	1%	.	-2%	.	.	-7%
O=[n+]1cc(-c2cc3ccccc3o2)n([O-])c2c1CCCC2	7%	0	7%	7%	0.1	-16%	-7	1.0	-3%
O=C(Nc1ccc(F)c(Cl)c1)C1CCN(c2ncccn2)CC1	12%	.	3%	19%	-1.8	?	2	-1.2	-4%
CCCCS/C(N)=N/N=C/c1ccccc1O	5%[57.1 µM]	-4	-6%[57.1 µM]	-1%	2.7	-9%	4	0.6	-1%
CCN1C(C(=O)Nc2cc(C)on2)=C(O)c2ccccc2S1(=O)=O	6%	14	-10%	-20%	0.5	-10%	1	38*	-2%
CC(=O)c1cccc(NC(=O)C2CCCN(C(=O)c3cnn(-c4ccccc4)c3-n3cccc3)C2)c1 (configuration not stated)	3%	.	-4%	13%	-0.6	-21%	-6	1.7	-11%
CCOc1cc(-c2nc3ccccn3c2NCC2CCCO2)ccc1O (configuration not stated)	?	-16	59%[activator]	4%	0.3	-7%	-3	0.5	-1%
COC(=O)c1nc(N)sc1C	15%[57.1 µM]	0	14%[57.1 µM]	2%	0.6	-2%	-5	1.4	-1%
CCN1C(=O)/C(=C2\C=Cc3cc(C)ccc3N2CC)OC1=S	-11%	5	-8%	-3%	0.5	-5%	8	0.6	-4%
Cc1oc(-c2ccc(C(=O)NCCC(C)C)cc2)nc1CS(=O)(=O)c1ccccc1	-9%	.	17%	0%	0.3	-10%	1	-0.1	18%
Fc1ccc(C2=CSC3=NCCN23)cc1	20%[57.1 µM]	-9	12%	1%	0.7	?	-6	1.3	-4%
CCOC(=O)C1C(=O)CC(C)(O)C(C(=O)OCC)C1c1ccc(NC(C)=O)cc1 (configuration not stated)	12%[57.1 µM]	-7	-2%[57.1 µM]	14%	2.6	-12%	2	1.0	4%
O=C(Nc1ccnn1C1CCN(Cc2ccc3nonc3c2)CC1)c1cccc(F)c1	13%	-14	-3%	-8%	0.6	-20%	2	1.7	0%

Screening results from PubChem.

These rows are one share of the data (hit frequency here may not be typical).
